Compound activity from PubChem.
RGS4 pot: potentiators or activators of RGS4; HEK293 M3R/inducible RGS4, carbachol calcium flux Fluo4; stronger effect = lower value; B-score at 10 µM; actives 0.92% (n = 310,000);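 active means B-score of the integrated calcium signal more than 4 SD below the library mean, with starting fluorescence not abnormally high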;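 further: negative B-score means reduced calcium response which marks RGS4 activation or potentiation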
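test system = HEK293 cells with stable M3R and inducible RGS4 | schedule = recording 10 s baseline at 1 Hz, 100 s post-agonist | technique = Fluo4-AM (2 µM) calcium-flux fluorescence, kinetic read | measure = Agonist-evoked peak-minus-minimum fluorescence over baseline, integrated ratio, B score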
KCNK3 inh: human KCNK3 channel inhibition, primary screen. O14649. CHO-KCNK3 thallium flux, FluxOR fluorescence; stronger effect = lower value. B-score at 10 µM. actives 0.84% (n = 340,000). AID 602410;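 active means B-score under library mean minus 4 SD, starting fluorescence ratio at most library mean plus 5 SD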;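 further: more negative B-score means stronger inhibition of thallium flux through KCNK3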
RGS4 block: inhibitors of human RGS4 | HEK293 M3R/RGS4 inducible, Fluo-4 calcium flux; stronger effect = higher value; triggered by carbachol at its EC20 | B-score at 10 µM | actives 0.45% (n = 310,000) | AID 463165;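 active means B-score, a plate-corrected calcium signal, over three deviations above library mean, with baseline fluorescence within five deviations of library mean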;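 further: RGS4 expression induced by doxycycline in cells with stable M3 receptor; B-score is computed from the integrated fluorescence ratio over baseline after carbachol; higher B-score means a larger calcium signal and so more RGS4 inhibition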
Target sequence (P49798 whole entry, looked up): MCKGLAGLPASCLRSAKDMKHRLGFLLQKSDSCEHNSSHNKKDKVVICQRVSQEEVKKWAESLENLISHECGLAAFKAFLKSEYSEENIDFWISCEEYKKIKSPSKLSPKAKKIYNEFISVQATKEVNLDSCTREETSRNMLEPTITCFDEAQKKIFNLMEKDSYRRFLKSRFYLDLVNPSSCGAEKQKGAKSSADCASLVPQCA
GSK3beta inhib: inhibitors of human GSK3beta kinase | activity score (negative = inhibition), % at 10 µM | actives 0.038% (n = 300,000) | GST-GSK3beta kinase, ADP-Glo luminescence, 60 min; stronger effect = lower value | AID 2097;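 active means more than half of replicate wells score below -50%, meaning over 50% inhibition versus plate controls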;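 further: 0% = median DMSO wells and -100% = median GW8510 positive control wells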
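Assay system: GST-tagged human GSK3beta kinase, cell-free; Input: 1.6 ng GSK3beta; Medium: Tris/MgCl2 kinase buffer; Timing: 60 min enzyme reaction, room temperature; Signal: ADP-Glo luminescence quantifying ADP generated by kinase; Evaluation: score relative to plate controls; Benchmarks: DMSO neutral wells and GW8510 at 20 µM as positive.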
KCNK9 inh: human KCNK9 channel inhibition; Q9NPC2; HEK293 KCNK9, FluxOR thallium flux fluorescence; stronger effect = lower value; B-score at 10 µM; actives 1.2% (n = 310,000);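 active means ratio B-score over 3 SD below the library mean, with starting fluorescence within 5 SD of its mean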;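 further: negative B-score means less thallium flux so channel inhibition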
Target sequence (Q9NPC2 whole entry, looked up): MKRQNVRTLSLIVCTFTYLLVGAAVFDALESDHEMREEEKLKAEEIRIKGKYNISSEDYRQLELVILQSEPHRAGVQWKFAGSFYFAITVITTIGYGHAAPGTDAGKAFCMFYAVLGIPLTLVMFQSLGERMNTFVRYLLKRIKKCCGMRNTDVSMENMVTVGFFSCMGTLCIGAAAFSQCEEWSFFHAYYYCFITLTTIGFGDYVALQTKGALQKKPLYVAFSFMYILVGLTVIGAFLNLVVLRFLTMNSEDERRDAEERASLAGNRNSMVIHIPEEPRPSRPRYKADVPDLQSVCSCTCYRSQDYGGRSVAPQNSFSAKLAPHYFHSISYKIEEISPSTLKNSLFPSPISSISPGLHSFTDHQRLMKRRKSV
KCNQ1 block: inhibitors of human KCNQ1 potassium channel | P51787 | actives 1.3% (n = 310,000) | B-score at 10 µM | CHO-K1 KCNQ1, FluxOR thallium flux fluorescence; stronger effect = higher value | AID 2642;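 active means compounds whose thallium flux B-score, printed positive for inhibition, exceeds three library SD while starting fluorescence stays within three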;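 further: channel opened by potassium depolarization with thallium stimulus after 20 min compound exposure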
Dyrk1A ADPGlo: inhibitors of rat Dyrk1A kinase; Q63470; ADP-Glo luminescence, NFATc1 peptide; inhibition, % at 12.5 µM; actives 0.43% (n = 310,000); in the data active means inhibition above about 50%;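 further: plate controls were vehicle with enzyme for no effect and no enzyme for full effect; many of its hits are not listed in these tables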
KCNQ1 pot: potentiates or activates the human KCNQ1 potassium channel; P51787; CHO-K1 KCNQ1, thallium flux FluxOR fluorescence; stronger effect = higher value; B-score at 10 µM; actives 0.35% (n = 310,000); AID 2648;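 active means fluorescence ratio B-score, a plate-corrected score, at least three library SD, with initial intensity B-score within 5 SD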
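Assay system: CHO-K1 cells stably expressing KCNQ1. Medium: assay buffer for compound exposure, DMSO matched across wells. Timing: 37 °C overnight plating, 90-min dark dye load, 20-min compound pretreatment. Signal: kinetic FluxOR fluorescence, 10 s baseline plus 110 s post-stimulus.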
GSK3A inh: human GSK-3 alpha kinase inhibition | ADP-Glo luminescence, 60 min | inhibition, % at 10 µM | actives 0.1% (n = 320,000) | AID 2650;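 in the data active means inhibition above about 50%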;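 further: GST-tagged GSK-3 alpha with peptide substrate and 25 µM ATP; 0% = DMSO neutral wells and 100% = GW8510 positive control wells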
Target sequence (P49840 whole entry, looked up): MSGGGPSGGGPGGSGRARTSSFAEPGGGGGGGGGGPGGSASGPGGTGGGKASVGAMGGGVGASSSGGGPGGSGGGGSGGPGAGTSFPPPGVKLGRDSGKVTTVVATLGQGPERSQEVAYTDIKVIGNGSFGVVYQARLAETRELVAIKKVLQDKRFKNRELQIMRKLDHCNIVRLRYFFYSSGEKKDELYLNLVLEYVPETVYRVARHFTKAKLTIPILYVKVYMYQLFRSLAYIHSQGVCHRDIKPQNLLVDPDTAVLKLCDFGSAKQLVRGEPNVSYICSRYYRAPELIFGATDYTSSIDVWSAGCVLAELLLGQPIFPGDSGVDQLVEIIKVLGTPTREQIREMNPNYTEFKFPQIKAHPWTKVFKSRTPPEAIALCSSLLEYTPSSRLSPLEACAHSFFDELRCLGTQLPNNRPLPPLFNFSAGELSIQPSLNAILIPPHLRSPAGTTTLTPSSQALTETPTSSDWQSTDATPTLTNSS
PolyA inh: blocks polyadenylation in yeast reporter cells; S. cerevisiae SKY197-pL101 polyadenylation reporter, beta-gal luminescence; efflux-impaired pdr1/pdr3 knockout yeast; score 100 = 6 SD above DMSO; AID 1875; calls only at 12 µM; actives 0.02% (n = 300,000);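 active means lowest replicate activity score at least 50, where 100 means six control SD above control mean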;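 further: yeast exposed to compound for 9 h at 30 °C; higher score means more reporter readthrough which indicates perturbed polyadenylation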
hERG protect: compounds protecting human hERG from proarrhythmic drug block. activation (rescue from dofetilide block), less the hit threshold, % at 10 µM. AID 1511. actives 0.51% (n = 310,000). Q12809. CHO-hERG, FluxOR thallium flux, dofetilide IC70 present;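 active means activation above the mean of controls blocked by dofetilide plus 5 SD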;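 further: thallium influx through hERG after potassium depolarization seen as dye fluorescence rise; in these data hits start at about 4.7%; inactives centre near -7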
Starred values were filed as active, the others as inactive; i = inactive; / = no result given. These rows are one share of the data. The share of hits here may be higher or lower than overall.

SMILES	RGS4 pot	KCNK3 inh	RGS4 block	GSK3beta inhib	KCNK9 inh	KCNQ1 block	Dyrk1A ADPGlo	KCNQ1 pot	GSK3A inh	PolyA inh	hERG protect
COc1ccccc1N1CCN(C2CCN(C(=O)COc3ccccc3)CC2)CC1	i	i	i	1	i	i	-13	i	-2	i	-11
COCCN(CCOC)S(=O)(=O)c1ccc(C(=O)Nc2nnc(COC)o2)cc1	i	i	i	0	i	i	-56	i	-1	i	-2
Cc1cccc(NC(=O)C2CCCN(c3nc(C)cc(C)n3)C2)c1 (stereo not drawn)	i	i	i	2	i	i	-1	i	-1	i	-12
CC(NC(=O)c1cc(=O)[nH]c2ccc(Br)cc12)c1ccccc1 (stereo not drawn)	i	/	i	1	i	i	/	i	1	i	-15
Cn1nc(OCC(N)=O)ccc1=O	i	i	i	2	i	i	0	i	-3	i	-7
NC(=O)c1ccc(N2CCCCC2)c(N2C(=O)CCC2=O)c1	i	i	i	4	i	i	8	i	2	i	-5
CCOC(=O)c1cnc2ccccc2c1NCCc1ccc(OC)c(OC)c1	i	i	i	0	i	i	8	i	2	i	-19
CC1CC1C(=O)N(CCC1=CCCCC1)c1c(N)n(Cc2ccccc2)c(=O)[nH]c1=O (stereo not drawn)	i	i	i	1	i	i	24	i	0	i	-14
CCOc1cccc(CN(C)CC2CCCN(CCc3ccc(Cl)cc3)C2)c1O (stereo not drawn)	i	i	i	0	i	i	/	i	0	i	-5
Cc1ccc(CC(=O)N2CCN(c3cccc(C(F)(F)F)c3)CC2)cc1	i	i	i	3	i	i	-6	i	2	i	-6
CCOc1ccc(NCC(=O)Nc2ccc(C)cc2C)cc1	i	i	i	0	i	i	6	i	-3	i	-14
COc1ccc(N=C2NC(=O)/C(=C/c3ccco3)S2)cc1	i	i	i	1	i	i	1	i	1	i	-5
Cc1ccc(NC(=O)C2(NC(=O)c3ccccn3)CCCCC2)cc1Br	i	i	i	-2	i	i	-2	i	0	i	-5
Cc1cc(NC(=O)COC(=O)C2CCN(S(=O)(=O)c3cccc(Cl)c3Cl)CC2)no1	i	i	i	-2	i	i	-1	i	4	i	-5
COc1ccc2oc(C(F)(F)C(F)F)cc(=O)c2c1	i	i	i	2	i	i	8	i	-1	i	-3
O=C(NCC1CCCO1)C(c1cccnc1)N(C(=O)Cc1cccs1)c1cccnc1 (stereo not drawn)	i	i	i	-5	i	i	/	i	2	i	-5
O=C(Nc1ccc(N2C(=O)CCC2=O)cc1Cl)c1cccs1	i	i	i	-2	i	i	-1	i	0	i	3
COC(=O)c1ccc(NC(=O)c2ccccc2N(C)S(=O)(=O)c2ccccc2)cc1	i	i	i	0	i	i	-2	i	1	i	-13
COCCN(C(=S)Nc1ccc(OC)cc1)C(C)c1cccs1 (stereo not drawn)	i	i	i	2	i	i	-1	i	-5	i	-9
Cc1sc(NC(=O)CSc2nnc(COc3ccccc3)n2C)c(C#N)c1C	i	i	i	-1	i	i	-6	i	2	i	-10

4 entries already listed, sorted by length of the SMILES, largest number first:
SMILES	RGS4 pot	KCNK3 inh	RGS4 block	GSK3beta inhib	KCNK9 inh	KCNQ1 block	Dyrk1A ADPGlo	KCNQ1 pot	GSK3A inh	PolyA inh	hERG protect
COC(=O)c1ccc(NC(=O)c2ccccc2N(C)S(=O)(=O)c2ccccc2)cc1	i	i	i	0	i	i	-2	i	1	i	-13
O=C(NCC1CCCO1)C(c1cccnc1)N(C(=O)Cc1cccs1)c1cccnc1 (stereo not drawn)	i	i	i	-5	i	i	/	i	2	i	-5
Cc1ccc(NC(=O)C2(NC(=O)c3ccccn3)CCCCC2)cc1Br	i	i	i	-2	i	i	-2	i	0	i	-5
COCCN(C(=S)Nc1ccc(OC)cc1)C(C)c1cccs1 (stereo not drawn)	i	i	i	2	i	i	-1	i	-5	i	-9

The list continues:
SMILES	RGS4 pot	KCNK3 inh	RGS4 block	GSK3beta inhib	KCNK9 inh	KCNQ1 block	Dyrk1A ADPGlo	KCNQ1 pot	GSK3A inh	PolyA inh	hERG protect
COc1cccc(CNC(=O)COC(=O)CN(C)S(=O)(=O)c2ccc(NC(C)=O)cc2)c1	i	i	i	-2	i	i	1	i	0	i	-9
CC1=C(C)/C(=N\OC(=O)/C=C/c2ccccc2)C=CC1=O	i	i	i	2	i	i	1	i	-3	i	-6
O=C(c1ccc(COc2ccc(Br)cc2)o1)N1N=C(C(F)F)CC1(O)C(F)F (stereo not drawn)	i	i	i	1	i	i	-2	i	-2	i	-10
COc1cc(-c2nc3cnccn3c2Nc2ccccc2)ccc1O	i	i	i	-4	i	i	15	i	3	i	-12
COc1cccc(CNC(=O)CC(NC(=O)c2ccccc2)c2ccccc2)c1 (stereo not drawn)	i	i	i	4	i	i	1	i	-1	i	-11
C=C(C)Cn1c(CCNC(=O)CC)nc2ccccc21	i	i	i	4	i	i	-1	i	-2	i	-13
CCOP(=O)(/C(C#N)=C(\C)O)c1ccccc1 (stereo not drawn)	i	i	i	-2	i	i	0	i	0	i	-5
COc1ccc(-c2noc(CCCC(=O)NCCc3ccccc3)n2)cc1OC	i	i	i	1	i	i	4	i	-1	i	-6
Cc1ccc(NC(=O)Nc2cccn(Cc3c(F)cccc3Cl)c2=O)cc1	i	i	i	2	i	i	2	i	1	i	-12
COC(=O)C1=C(Nc2ccccc2NC(=O)c2ccccc2C(=O)O)CSC1	i	i	i	2	i	i	/	i	-1	i	-5
CCc1sc(C(=O)NCCCn2ccnc2)cc1Br	i	i	i	-3	i	i	-4	i	-2	i	-3
COc1cccc(N=NC2C(=O)N(C(N)=S)N=C2C)c1 (stereo not drawn)	i	i	i	-6	i	i	5	i	5	i	-6
O=C(CC1C(=O)NCCN1C(=O)Nc1ccccc1)Nc1cc(Cl)cc(Cl)c1 (stereo not drawn)	i	i	6.1*	-4	i	i	2	i	3	i	-12
CCN(CC)C(=O)Cn1nnc(-c2ccc(S(C)(=O)=O)cc2)n1	i	i	i	-1	i	i	-1	i	-2	i	-10
COc1ccc(N(CC(=O)NC2CCCC2)S(=O)(=O)c2c(C)[nH]c(=O)[nH]c2=O)cc1	i	i	i	5	i	i	3	i	-2	i	-14
COCCSc1ccccc1C(=O)NCc1ccc2c(c1)OCO2	i	i	i	4	i	i	4	i	/	i	-6
O=c1[nH]c2cccc(F)c2n2cccc12	i	i	i	1	i	i	16	i	-1	i	-4
CC(=O)Nc1ccc(N=Nc2ccccc2)cc1	i	i	i	0	i	i	-1	i	-1	i	-9
COc1ccc(/C=C(/NC(=O)c2ccc(C)cc2)C(=O)NCc2ccncc2)cc1	i	i	i	-1	i	i	2	i	0	i	-10
O=S(=O)(c1ccc(OCC(O)CN2CCc3ccccc3C2)cc1)N1CCOCC1 (stereo not drawn)	i	i	i	0	i	i	-3	i	6	i	-5
CCOC(=O)c1oc2ccccc2c1NC(=O)c1cccc(OC)c1OC	i	i	i	2	i	i	-4	i	0	i	-18
Cc1onc(-c2ccccc2)c1C(=O)N1CCN(C/C=C/c2ccccc2)CC1	i	i	i	0	i	i	-2	i	-2	i	-11
CCOC(=O)C1(Cc2ccc(OC)cc2)CCN(C(=O)Cc2cccnc2)CC1	i	i	i	5	i	i	-1	i	0	i	-4
CCOC(=O)NC(=O)COC(=O)CCCSc1nc2ccccc2s1	i	i	i	0	i	i	15	i	-2	i	-17
Cc1ccc(-c2cnc(N)n2C)cc1C	i	i	i	-2	i	i	-1	i	-2	i	-14
CCc1cccc(C)c1NC(=O)COC(=O)CNC(=O)c1cccs1	i	i	i	1	i	i	-17	i	15	i	-15
CCOc1ccc(S(=O)(=O)N2CCCC(C(=O)Nc3cccc(C)c3)C2)cc1 (stereo not drawn)	i	i	i	3	i	i	-5	i	-1	i	-7
O=c1cc(-c2cccc(Cl)c2)oc2cccc(O)c12	i	i	i	-1	i	i	6	i	0	i	-7
Cc1ccc(C)c(C(C)NC(=O)C2C3CCC(O3)C2C(=O)O)c1 (stereo not drawn)	i	/	i	2	i	i	/	i	/	i	-3
COc1ccc(S(=O)(=O)N2CCN(c3ccccc3)CC2)cc1C(=O)N1CCCC1	i	i	i	0	i	i	-3	i	-1	i	-4
CC(C)Cn1c(N)c(S(=O)(=O)c2cccs2)c2nc3ccccc3nc21	i	i	i	-1	i	i	4	i	/	i	-8
C/C(=N\Nc1cccc(Cl)c1)C1(C)N(O)C(C)(C)C(c2ccco2)=[N+]1[O-] (stereo not drawn)	i	i	i	-2	i	i	4	i	-3	i	-11
CCc1ccc2[nH]cc(C(=O)OCCOC)c(=O)c2c1	i	i	i	-1	i	i	1	i	-1	i	-5
CCOC(=O)N1CCN(C(=S)NC(=O)c2ccc(Br)cc2)CC1	i	i	i	3	i	i	-1	i	-2	i	-7
O=C(/C=C/c1ccc(Cl)cc1Cl)Nc1ccncc1	i	i	i	-4	i	i	-8	i	1	i	-15
COc1ccccc1OCC(=O)N(Cc1nc(-c2ccc(Cl)cc2)no1)C(C)C	i	i	i	0	i	i	1	i	0	i	-8
CCCC(=O)N1CCCC(c2nc(-c3cccc(OC)c3)no2)C1 (stereo not drawn)	i	i	i	-2	i	i	8	i	1	i	-3
O=[N+]([O-])C1=CC=C2C(=NC3(CCCCC3)N2O)C1=NCCO	i	i	i	2	i	i	-5	i	7	i	-3
CC(=O)Nc1ccc(NC(=O)C(C)OC(=O)/C=C/c2cccs2)cc1 (stereo not drawn)	i	i	i	3	i	i	-2	i	-1	i	-18
COc1cc(/C=C/C(=O)NC(C)CCc2ccccc2)cc(OC)c1OC (stereo not drawn)	i	i	i	1	i	i	3	i	-1	i	-10
O=C(COC(=O)c1cccnc1Cl)Nc1cccc(S(=O)(=O)N2CCCCC2)c1	i	i	i	-1	i	i	4	i	0	i	-2
CC(C)NS(=O)(=O)c1ccc(OCC(=O)Nc2ccc3c(c2)OCCO3)cc1	i	i	i	1	i	i	-1	i	2	i	0
N#Cc1ccc(-c2ccc(F)cc2)nc1Oc1ccc(Cl)c(Cl)c1	i	i	i	5	i	i	-5	i	0	i	-14
O=[N+]([O-])c1cc(-n2cccc2)ccc1N1CCOCC1	i	i	i	-3	i	i	/	i	-1	i	-12
